GPR7 antagonist: GPR7 receptor antagonists, primary screen, cell-based, fluorescence, single concentration; actives 1.1% (n = 290,000); Neuropeptides B/W receptor type 1 (Homo sapiens), P48145; inhibition, % at 4.4 µM; GPR7-expressing cells, fluorescence antagonist assay; in the data active means inhibition above about 16%, passing the limit was not always enough;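 further: cells stimulated with the agonist NPW; 0% = agonist with vehicle and 100% = vehicle without agonist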
Target sequence (P48145 whole entry, looked up): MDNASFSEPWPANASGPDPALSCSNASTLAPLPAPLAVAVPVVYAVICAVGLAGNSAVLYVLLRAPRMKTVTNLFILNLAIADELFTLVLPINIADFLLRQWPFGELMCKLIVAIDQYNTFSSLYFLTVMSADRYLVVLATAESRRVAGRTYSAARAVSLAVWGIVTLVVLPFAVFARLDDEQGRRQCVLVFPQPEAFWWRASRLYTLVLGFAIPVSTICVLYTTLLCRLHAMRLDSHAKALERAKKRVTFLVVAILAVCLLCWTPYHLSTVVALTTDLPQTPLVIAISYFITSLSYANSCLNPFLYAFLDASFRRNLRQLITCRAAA
IMP-1 inhibitor: IMP-1 metallo-beta-lactamase inhibitors, primary screen, biochemical, epi-absorbance readout, Pseudomonas aeruginosa enzyme. actives 0.45% (n = 290,000). metallo-beta-lactamase IMP-1 (Pseudomonas aeruginosa). AID 1556, 2009. purified IMP-1, nitrocefin hydrolysis, epi-absorbance fluorescence. inhibition, % at 5.6 µM;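 active means inhibition above the mean plus 3 SD of all compounds in the same screening run, cut at about 4.5% in these data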;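 further: 0% = IMP-1 with DMSO and 100% = DMSO wells lacking enzyme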
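System: Purified recombinant IMP-1 metallo-beta-lactamase enzyme | Measured by: Fluorescence quenching readout, ex 480/em 530 nm | Replication: Singlicate | Incubation: 15 min preincubation plus 25 min reaction at 25 °C | Evaluation: Percent inhibition from optical density relative to buffer-blank wells | Benchmarks: DMSO with and without IMP-1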
OXTR agonist: human OXTR agonists, primary screen, fluorescence, CHO-OTR cells, Fluo-8 calcium | Oxytocin receptor (Homo sapiens), P30559 | activation, % at 3 µM | actives 0.32% (n = 320,000) | Fluo-8 calcium fluorescence; normalized: DMSO 0%, oxytocin 100% | AID 2435, 2010;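 active means activation above the mean of all tested compounds plus 3 SD, cutoff set per screening run, cut at about 20% in these data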;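 further: peak over basal fluorescence ratio from a 100 s FLIPR kinetic read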
Target sequence (P30559 whole entry, looked up): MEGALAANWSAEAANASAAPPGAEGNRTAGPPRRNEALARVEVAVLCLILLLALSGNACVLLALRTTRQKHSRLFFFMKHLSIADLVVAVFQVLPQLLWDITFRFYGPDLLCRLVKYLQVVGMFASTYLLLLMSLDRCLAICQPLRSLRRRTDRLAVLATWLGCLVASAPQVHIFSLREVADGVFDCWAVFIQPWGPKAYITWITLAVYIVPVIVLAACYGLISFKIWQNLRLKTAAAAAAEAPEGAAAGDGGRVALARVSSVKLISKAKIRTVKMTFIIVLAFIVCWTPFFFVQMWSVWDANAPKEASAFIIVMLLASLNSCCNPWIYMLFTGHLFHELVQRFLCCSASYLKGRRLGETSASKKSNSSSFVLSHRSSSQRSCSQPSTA
GalR3 antag: GalR3 antagonists in HEK293 cells, primary screen, cell-based, fluorescence readout. inhibition, % at 3 µM. AID 651719, 2012. Galanin receptor type 3 (Homo sapiens), O60755. actives 0.44% (n = 360,000). HEK293 GalR3-CNG cAMP membrane potential fluorescence; galR3 body fused to GalR1 C-terminus;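 active means inhibition above the screen-wide average plus 3 SD, cut at about 13% in these data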;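 further: forskolin and galanin both at EC90 stimulate the cells; cAMP rise reported by CNG channel membrane potential dye signal; 0% = forskolin plus galanin with DMSO and 100% = forskolin alone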
VIM-2 inh: VIM-2 metallo-beta-lactamase inhibitors, primary screen, biochemical, epi-absorbance readout, Pseudomonas aeruginosa enzyme. purified VIM-2, nitrocefin hydrolysis, epi-absorbance fluorescence. inhibition, % at 5.6 µM. actives 0.89% (n = 290,000). AID 1527, 2009;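 active means inhibition above the mean of all tested compounds plus 3 SD, cutoff set per screening run, cut at about 7.5% in these data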;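 further: red hydrolysis product quenches plate fluorescence so inhibitors raise well fluorescence; 0% = enzyme with DMSO and 100% = DMSO without enzyme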
NS3 helicase inh: inhibitors of HCV NS3 helicase, primary screen, biochemical, Cy5 molecular beacon fluorescence. Hepatitis C virus NS3 helicase. NS3 helicase DNA unwinding. inhibition, % at 10.9 µM. actives 0.56% (n = 290,000). AID 1800, 2009;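 active means inhibition above the mean of all tested compounds plus 3 SD, set per campaign, cut at about 35% in these data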;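 further: 0% = DMSO wells and 100% = thioflavine S control wells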
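Compound dosing – single dose, 10.9 µM nominal final, DMSO 0.8% final · System – NS3 helicase fragment of HCV · Buffer or medium – MOPS pH 6.5, MgCl2, DTT, Tween20, BSA · Signal – Cy5 beacon fluorescence read at start and 1 h · Also added – annealed dual-labelled DNA beacon duplex, ATP-started · Schedule – 1 h at 25 °C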
PHOSPHO1 block: PubChem AID 1565; actives 1.1% (n = 290,000); inhibition, % at 13.3 µM; recombinant PHOSPHO1, absorbance phosphatase assay; Phosphoethanolamine/phosphocholine phosphatase (Homo sapiens), Q8TCT1; in the data active means inhibition above about 60%
Target sequence (Q8TCT1 whole entry, looked up): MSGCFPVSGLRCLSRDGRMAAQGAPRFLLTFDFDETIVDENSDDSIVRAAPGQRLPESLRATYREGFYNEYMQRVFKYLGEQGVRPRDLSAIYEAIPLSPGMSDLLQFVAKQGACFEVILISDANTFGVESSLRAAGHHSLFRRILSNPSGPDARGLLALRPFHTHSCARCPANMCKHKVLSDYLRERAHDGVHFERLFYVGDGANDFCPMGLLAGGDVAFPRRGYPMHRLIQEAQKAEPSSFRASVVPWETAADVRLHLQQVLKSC
V1aR counter: agonists of human V1a receptor, primary screen, counter-screen for OXTR agonist project, fluorescence, CHO-V1R cells; Vasopressin V1a receptor (Homo sapiens), P37288; Fluo-8 calcium fluorescence, agonist mode; 0% DMSO, 100% 3 nM vasopressin; activation, % at 3 µM; actives 0.25% (n = 320,000);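 active means activation above the mean activation of all tested compounds plus 3 SD, per screening run, cut at about 20% in these data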;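 further: signal is peak over basal fluorescence ratio across a 100 second FLIPR read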
DNA FID counter: compounds displacing fluorescent DNA intercalator, primary screen, artefact control for HCV NS3 helicase inhibitor project, biochemical, FID fluorescence. DNA fluorescent intercalator displacement. inhibition, % at 7.9 µM. actives 0.17% (n = 290,000). AID 1845, 2009; in the data active means inhibition above about 37%;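 further: 0% = vehicle and 100% = reference compound; higher means more ethidium bromide displaced from hairpin DNA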
* marks the source's active call; other numbers are inactive results; . = not tested or not shown. Compounds as they come. About 4.3% of those tested had a hit in this group.

Values run as follows: OXTR agonist, GPR7 antagonist, V1aR counter, GalR3 antag, PHOSPHO1 block, IMP-1 inhibitor, DNA FID counter, NS3 helicase inh, VIM-2 inh
1	CCCCCCN=CC1=C(O)CC(C)(C)CC1=O
 : -0.9, -9, -0.2, 0, 16, -5.3, -14, 5, -0.4
2	CCc1nnc(NC(=O)CSc2nnc(-c3ccccc3NC(=O)c3ccccc3)o2)s1
 : 0.9, -1, -0.5, -4, 68*, 1.7, 4, 4, -4.2
3	CNCCCC1Sc2ccccc2Oc2ccccc21 (stereo not given)
 : 5.1, 0, 3.9, -9, -4, -3.4, 22, -31, -2.3
4	CCOc1ccc(-c2nc(C)c(C(C)=O)n2O)cc1
 : 0.5, -2, 0.6, -6, 17, -3.1, 0, 7, -5.6
5	O=C(Nc1ccc(Cl)cc1)N1CCN(C(=O)C2CCCO2)CC1 (stereo not given)
 : -0.1, -18, 1.7, 1, 63*, -2.6, -7, 1, -1.7
6	O=C(CCC(=O)NNc1nc2ccccc2c2nc(-c3ccccc3)nn12)NCCCN1CCOCC1
 : -1.1, -14, 0.2, -5, -23, -4.4, -5, -6, -3.5
7	COc1ccc(CN(C)Cc2c(O)ccc3ccccc23)cc1
 : -0.7, -7, 0.0, -5, 6, -2.8, -8, -3, -1.7
8	O=C(CNC(=O)c1ccccc1)OCc1cccc([N+](=O)[O-])c1
 : -0.6, -4, 9.4, 0, -4, -1.9, 0, 12, -0.8
9	O=C(CCc1ccccc1)OCCN1CCOCC1
 : 1.3, -10, 0.9, 3, 2, -3.2, 3, 1, 0.8
10	Nc1nc(Nc2ccccc2)nc(C(F)(F)F)n1
 : -1.6, 1, -0.1, -8, 56, 1.2, -2, 19, 0.2
11	COc1ccc(C2=NN(CN3C(=O)C(=O)c4ccccc43)C(c3ccc(C)cc3)C2)cc1 (stereo not given)
 : 0.4, 10, -0.6, -1, 7, -1.0, -8, -4, -7.1
12	C[C@@H](NC(=O)c1nc[nH]c1C(=O)NCC(=O)OCc1ccccc1)c1ccccc1
 : 1.2, -8, 0.0, -1, -7, -4.6, -36, -9, -1.5
13	CCOc1cc(NC(=O)c2ccccn2)c(OCC)cc1NC(=O)CC(C)C
 : ., 16, ., -1, -21, -1.6, -1, -10, -2.4
14	CC(C)(C)NC(=O)NC(=O)CN1CCN(S(=O)(=O)c2ccccc2)CC1
 : -0.6, -10, -0.6, 5, 33, -2.9, -21, 1, -1.8
15	Cc1ccc(S(=O)(=O)CC(=O)Nc2ccc(Cl)cn2)cc1
 : -0.8, -8, -0.6, -2, 4, -3.3, -6, 4, -2.2
16	O=C1CCC/C(=N/NC(=O)c2ccc(NS(=O)(=O)c3cccs3)cc2)C1
 : -0.2, 6, -1.4, -5, 28, -3.5, -8, 35, -3.1
17	CCOc1ccc(C(=O)/C=C/c2cn(CN3CCN(C)CC3)c3ccccc23)cc1
 : 1.0, 10, 0.9, -8, 8, 0.4, -2, -24, -1.6
18	CCOC(=O)CSc1nc(N)cc(=O)[nH]1
 : -0.4, -7, 0.2, 2, 28, 0.3, -4, -1, -3.7
19	CCOC(=O)c1[nH]c(C(=O)O)c(OC(=O)CC)c1C
 : 0.8, -13, 0.3, -3, -19, -2.8, 2, 2, 1.3
20	O=C(O)CCC(=O)Nc1sc2c(c1C(=O)Nc1ccccc1)CCCCC2
 : 0.6, -11, -0.1, -3, -28, -3.2, -13, 9, -4.6
21	Cc1ccc(CCNc2ccccc2C)cn1
 : -0.6, -3, -0.1, -1, 12, -3.8, -1, -1, 0.2
22	COC(=O)c1ccc(NC(=O)CSC2=Nc3ccccc3C3CC=NN23)cc1 (stereo not given)
 : -0.2, -2, 0.2, ., 4, -1.9, -6, -3, -4.1
23	CC(NCc1ccncc1)C12CC3CC(CC(C3)C1)C2 (stereo not given)
 : 1.2, -4, 0.8, -5, 41, -0.1, 6, -7, -1.0
24	O=S1(=O)CCO[C@H]2Cc3ccccc3[C@H]2N1Cc1ccc(Cl)cc1
 : -0.6, 1, -0.5, -4, 4, -5.0, -27, -24, -2.7
25	COC(CNC(=O)c1ccc2c(=O)n(Cc3ccc4c(c3)OCO4)c(=S)[nH]c2c1)OC
 : ., 6, ., -10, 28, -1.0, -24, 1, -5.1
26	COc1ccc(CCNC(=O)CSc2nnnn2Cc2ccc3c(c2)OCO3)cc1OC
 : 0.8, -9, 2.1, -5, -14, -0.7, -26, 4, -0.5
27	Cc1ccc(C(=O)NNc2cc(=O)n(C)c(=O)n2C)cc1C
 : -1.6, -13, 0.5, -1, 0, 2.2, 5, 3, -1.3
28	CCCn1c(SCC(=O)NCc2ccco2)nnc1-c1ccncc1
 : 1.1, 6, 0.2, 2, 16, -2.2, 4, 17, -2.3
29	CSc1ccccc1OCc1cc(C(=O)NCc2csc(C(C)C)n2)no1
 : -2.1, 0, 0.6, 1, 40, -1.8, -51, -8, -1.8
30	Cc1ccccc1C(O)c1ccccn1 (stereo not given)
 : 0.5, -4, 0.3, -5, 18, -1.6, -1, 4, -3.6
31	O=C(COC(=O)c1cccnc1Cl)c1ccc(F)cc1
 : 0.4, -11, -0.6, -7, 30, -1.0, 1, 4, 0.5
32	CC1(C)CC2CC(C)(CN2c2ncnc3ccc(Br)cc23)C1 (stereo not given)
 : -2.9, -4, -0.9, -5, -13, -2.6, -12, 6, -4.2
33	CCOc1cc(C(=O)Nc2ccc(S(=O)(=O)N3CCOCC3)cc2)cc(OCC)c1OCC
 : -0.2, -14, 1.2, 1, -35, -2.0, -6, 5, -1.9
34	Cc1ccc(Cl)cc1N(C)C(=O)Cn1ncc2c([nH]c3ccccc32)c1=O
 : 2.8, 8, 2.7, -6, 14, -2.7, -49, -7, 0.0
35	CCC(CC)NC(=O)c1oc2ccccc2c1COc1ccccc1
 : 0.0, 22*, 1.5, -7, -6, -1.9, -11, -7, 0.3
36	C[C@H](NC(=O)c1ccccc1)C(=O)N1CCC2(CC1)NCCc1[nH]cnc12
 : 1.1, -5, 0.0, -9, 30, -2.3, -1, -1, -1.2
37	CCOC(=O)CNc1nc(Oc2ccc(=O)n(C)n2)nc(N(CC)CC)n1
 : -0.5, -4, 0.1, -5, 24, -2.4, -14, -2, -4.9
38	CCN(CC)C(c1ccc(C)cc1)c1nnnn1C1CCCCC1 (stereo not given)
 : -2.2, -2, -1.4, -4, 0, -1.6, -4, -3, -2.1
39	Cc1cc(C(=O)N/N=C2\CC(=O)CC(C)(C)C2)n[nH]1
 : 1.7, -8, 0.1, -5, -9, -1.2, -2, -4, -0.9
40	O=C(CCN1CCC(c2ccccc2)C1)c1cccs1 (stereo not given)
 : 0.4, -2, 0.0, -2, -6, 0.6, -3, -6, -2.5
41	CN(C)S(=O)(=O)c1cccc(NC(=O)c2ccc(COc3ccccc3)cc2)c1
 : 13, 25, 14, 8, 16, -1.6, -10, -6, -2.2
42	O=c1[nH]c(/C=C/c2ccc(Br)cc2)nc2c1cnn2-c1ccccc1
 : 0.5, 5, 0.3, ., 34, 0.8, 1, 16, 1.3
43	Cc1sc2nc(CC(N)=O)[nH]c(=O)c2c1-c1ccccc1
 : 1.3, -8, 0.6, ., -3, -3.2, -5, -2, -6.6
44	COc1ccc(OC)c(C2=NOC(C(=O)NCc3ccco3)C2)c1 (stereo not given)
 : -0.8, 8, -0.3, -6, 31, -1.3, -4, 1, -0.7
45	Nc1nc(OCC(F)(F)F)cc(Oc2ccccc2F)n1
 : 4.0, -7, 2.8, -8, -1, -1.3, -6, -5, -2.4
46	CCOc1ccccc1CN1CCN(S(C)(=O)=O)CC1
 : -0.3, 7, 4.5, -1, -25, -0.5, 1, -2, -1.8
47	O=C(Nc1ncccn1)c1cc([N+](=O)[O-])cc([N+](=O)[O-])c1
 : 1.2, -3, 0.5, 3, 8, -2.2, -2, -6, -1.7
48	Cc1ccc(S(=O)(=O)N/N=C\c2cn(-c3ccccc3)nc2-c2ccccc2)cc1
 : -1.4, -1, 0.4, -9, 45, -1.4, -3, 1, -1.4
49	COc1ccc(NC(=S)NC(=O)c2csnn2)cc1
 : 0.5, 4, -0.3, 1, 20, -0.8, -2, 11, -2.1
50	CCCc1cc(Nc2c(C)n(C)n(-c3ccccc3)c2=O)n2c(nc3ccccc32)c1C#N
 : -1.3, 1, -0.4, 0, 24, -1.8, -6, 9, 0.8
51	COc1ccc(NC(=O)N(Cc2ccc(C)cc2)Cc2cccnc2)c(OC)c1
 : -0.9, 3, -0.2, -1, -7, -3.4, -31, -1, -4.3
52	Cc1ccc(C2C(=O)N(C3CCCC3)CC(=O)N2CC2COc3ccccc3O2)cc1 (stereo not given)
 : -0.8, -8, -0.2, -6, 29, 3.1, -11, -4, 0.2
53	CCN(CC)c1nc(C(F)(F)F)nc2c1nnn2Cc1ccccc1
 : -0.2, -30, 1.1, -6, 41, -1.2, -19, -9, -1.3
54	CC(=O)N1CCCc2cc(S(=O)(=O)N3CCCC(C(=O)Nc4ccccc4C)C3)ccc21 (stereo not given)
 : 2.0, -16, 3.8, -7, 32, -2.8, -45, -2, -2.8
55	COc1ccccc1C(=O)NCCCNC(=O)c1cnccn1
 : -0.6, -11, 0.3, -10, 36, -3.0, -6, 4, -2.4
56	COc1ccc(C)cc1NC(=O)CN1C(=O)COc2ccc(S(=O)(=O)N3CCC(C)CC3)cc21
 : -0.3, -13, 1.6, -1, 18, -3.9, -36, 1, -0.9

Source: PubChem BioAssay
